RORgamma inh – inhibitors of mouse ROR gamma transcriptional activity | P51450 | actives 5.4% (n = 310,000) | Potency, µM (top dose mostly 53.6 µM), for inactives: at the highest dose activity change, negative = inhibition, hits mostly inhibitors | AID 2551 | Drosophila S2 Gal4-RORgamma UAS-luciferase reporter, 20 h; also: potency is read from the fitted curve at half-maximal effect; % is scaled to controls: 0 for no effect and ±100 for the full control effect; nearly all actives have a fitted effect of over 60% in size
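In this cell-based reporter format, copper sulfate (700 uM final) drives Gal4–ROR gamma fusion expression from a metallothionein promoter in Drosophila Schneider cells; compounds preincubated 1 hr, reporter read after 20 hr at ambient temperature.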
ELG1 genotoxic – induces genotoxicity in HEK293T cells with luciferase-tagged ELG1; HEK293T ELG1-luciferase reporter, luminescence, 16 h; Potency, µM (titrated, usually from 46 µM), for the others: at the top dose activity change, positive = activation, hits mostly activators; actives 1.3% (n = 330,000); AID 504466; also: potency is read from the fitted curve at half-maximal effect; % of control where 0% means no effect; nearly all actives have a fitted effect of over 60% in size
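Genotoxic stress is detected as increased luminescence from luciferase-tagged ELG1 in HEK293T cells, measured with ONE-Glo after a 16 hr treatment at 37 °C.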
TRPV1 ag – activates the human vanilloid receptor TRPV1; Q8NER1; TRPV1-expressing cells, Fluo-8 calcium influx, agonist mode; activation, % at 8.33 µM; actives 0.19% (n = 320,000); in the data active = activation above about 80%; inconclusive = between about 30% and that limit; also: 0% is about no effect
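Cells expressing TRPV1 were dye-loaded with Fluo-8 and read kinetically: 10 s baseline, 3 min after compound (agonist portion), then 2 min after EC20 capsaicin (allosteric enhancer portion). Calcium-bound dye fluorescence at 480/520 nm.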
p53 reactivator – re-activators of mutant p53. H1299 p53-A138V BP100-luciferase reporter, luminescence, 24 h. Potency, µM (doses to about 92.2 µM), inactives show at the highest dose activity change, positive = activation, usual class: activators. actives 0.063% (n = 320,000). AID 504706; also: potency is read from the fitted curve at half-maximal effect; % of control where 0% means no effect; nearly all actives have a fitted effect of over 45% in size
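p53-null H1299 cells stably carrying temperature-sensitive p53-A138V and a BP100-luciferase reporter were pinned with compounds (4-point, 1:5 series) and held 24 hrs at 37 deg C. Luminescence was read 10 min after detection reagent.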
NPC1 prom act – NPC1 promoter activation; Huh7 NPC1 promoter luciferase reporter, 24 h; Potency, µM (top dose mostly 9.22 µM), for the others: at the top dose activation, actives largely listed as activators; actives 2.4% (n = 320,000); AID 485313;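 also: potency is read from the fitted curve at half-maximal effect; % of control where 0% means no effect; nearly all actives have a fitted effect of over 60% in size; reporter is driven by a mutant NPC1 promoter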
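Compounds in DMSO were transferred onto Huh7 NPC1-luciferase reporter cells pre-incubated 2 h; after 24 h at 37 °C, Amplite reagent was dispensed and luminescence recorded 10 min later.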
Rab9 prom act – activators of Rab9 promoter. Huh7 Rab9 promoter-luciferase reporter, luminescence, 24 h. Potency, µM (series often up to 9.22 µM), for the others: at the highest dose activation, negative = inhibition, hits mostly activators. actives 2.8% (n = 320,000); also: potency is read from the fitted curve at half-maximal effect; % of control where 0% means no effect; nearly all actives have a fitted effect of over 60% in size
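Huh7 cells stably carrying Rab9 promoter–luciferase reporter, plated 1500 cells/well, compound added after 2 h and incubated 24 h at 37 °C; luciferase luminescence then read after 10 min with detection reagent.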
BRCA1 expr act – increases BRCA1 expression; MCF7-BRCA1-FFLuc reporter, luminescence, 48 h; response scale: scaled: vehicle 0%, 10 µM genistein 100%; Potency, µM (highest dose often 46.1 µM), for inactives: at the highest dose activation, actives largely listed as activators; actives 1.1% (n = 380,000); also: potency is read from the fitted curve at half-maximal effect; nearly all actives have a fitted effect of over 80% in size; some results filed as inactive show a strong effect at the top dose
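Luminescence from a BRCA1-driven firefly luciferase in MCF7 cells was the read-out, taken 15 min after substrate addition following 48 h compound exposure at 37 °C. Data were normalized to a 10 microM genistein control and DMSO vehicle.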
VP16 counter – Gal4-VP16 reporter inhibition counter-screen. Drosophila S2 Gal4-VP16 UAS-luciferase, luminescence, 20 h. Potency, µM (doses to about 53.6 µM), for the others: at the top dose activity, negative = inhibition, hits mostly inhibitors. actives 3.5% (n = 310,000);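 also: Gal4-VP16 expression switched on by copper sulfate through the metallothionein promoter; potency is read from the fitted curve at half-maximal effect; % is scaled to controls: 0 for no effect and ±100 for the full control effect; nearly all actives have a fitted effect of over 50% in size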
ELG1 DNA repair – blocks ELG1-dependent DNA repair in HEK293T cells. HEK293T ELG1-luciferase reporter, luminescence, 16 h; DNA damage induced by 5-fluorouridine. Potency, µM (highest dose often 46.1 µM), for inactives: top-dose activity change, negative = inhibition, most hits filed as inhibitors. actives 2.3% (n = 330,000); also: potency is read from the fitted curve at half-maximal effect; % is scaled to controls: 0 for no effect and ±100 for the full control effect; nearly all actives have a fitted effect of over 55% in size
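DMSO vehicle served as the neutral condition. Each well held 2,000 cells given 5-fluorouridine plus compound; after 16 hr at 37 °C/5% CO2, ONE-Glo was added and luciferase measured 30 min later.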
FLuc modulator – firefly luciferase modulation, counter-screen for miR-21 project. P08659. AID 588342. Potency, µM (doses to about 57.5 µM), without a hit: at the highest dose activity change, negative = inhibition, most hits filed as inhibitors. actives 6.9% (n = 360,000). purified FLuc, Km substrates, luminescence inhibition;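 also: potency is read from the fitted curve at half-maximal effect; plate controls were vehicle for no effect and reference inhibitor for full effect; nearly all actives have a fitted effect of over 55% in size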
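Biochemical qHTS of compounds, final roughly 60 µM downward over six points, against 10 nM purified firefly luciferase using Km concentrations of substrates (10 uM D-luciferin, 10 uM ATP) in Tris acetate pH 7.5 buffer; luminescence output.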
Tb PFK block – blocks T. brucei phosphofructokinase. O15648. T. brucei PFK, ADP-Glo luminescence. Potency, µM (top dose mostly 57.5 µM), without a hit: top-dose activity, negative = inhibition, usual class: inhibitors. actives 0.17% (n = 330,000). AID 485367;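 also: potency is read from the fitted curve at half-maximal effect; 0% = uninhibited 1x PFK enzyme wells and -100% = no-enzyme wells; nearly all actives have a fitted effect of over 60% in size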
Target sequence (O15648 whole entry, looked up): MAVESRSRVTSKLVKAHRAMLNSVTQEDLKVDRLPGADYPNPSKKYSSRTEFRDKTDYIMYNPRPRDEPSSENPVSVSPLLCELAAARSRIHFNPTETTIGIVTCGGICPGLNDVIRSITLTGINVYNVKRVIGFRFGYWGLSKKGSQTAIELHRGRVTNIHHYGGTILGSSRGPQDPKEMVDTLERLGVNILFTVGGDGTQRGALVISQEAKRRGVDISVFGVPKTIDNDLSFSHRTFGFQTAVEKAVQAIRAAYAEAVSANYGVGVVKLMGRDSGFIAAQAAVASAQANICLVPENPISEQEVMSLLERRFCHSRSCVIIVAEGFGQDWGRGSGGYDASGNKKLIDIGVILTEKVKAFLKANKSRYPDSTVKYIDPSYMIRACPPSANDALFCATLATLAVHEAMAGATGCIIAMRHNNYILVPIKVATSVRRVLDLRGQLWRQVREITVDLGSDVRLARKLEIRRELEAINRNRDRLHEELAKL
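ADP-Glo luminescence quantified ADP after 45 min at room temperature, with 1.25 nM T. brucei PFK, 0.1 mM ATP and 0.5 mM fructose-6-phosphate in pH 8.0 TEA buffer. qHTS titrations up to 57 µM; curves classified by quality.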
* hit, by the source's call; ? = inconclusive; / = not tested or not shown. Unless noted, calls follow the shape of the dose curve; as a rule, active = well fitted curve in the direction sought with a large enough effect; inconclusive = small, poorly fitted or top-dose-only effect, or another doubt; inactive = no such curve, though single readings can be large; an effect the other way counts as inactive or inconclusive.

molecule | RORgamma inh | ELG1 genotoxic | TRPV1 ag | p53 reactivator | NPC1 prom act | Rab9 prom act | BRCA1 expr act | VP16 counter | ELG1 DNA repair | FLuc modulator | Tb PFK block
Cc1ccc(N2N=C(c3ccc(Br)cc3)CCC2=O)cc1 | 30% | 3% | ? | 4% | -4% | -7% | -17% | 2% | 5% | 2% | 0%
COc1ccc(C)cc1NC(=O)COC(=O)c1ccc([N+](=O)[O-])o1 | -13% | -3% | -2 | -1% | -3% | -10% | 1% | -1% | 0% | -1% | -1%
O=C(CN1CCN(S(=O)(=O)c2ccccc2)CC1)Nc1ccc(Cl)c([N+](=O)[O-])c1 | / | ? | -1 | 0% | -2% | -5% | -45% | / | ? | 7% | ?
O=C(/C=C/c1ccccc1)NCCc1nc2ccccc2[nH]1 | 1% | 1% | / | -3% | -2% | -3% | -6% | 3% | -2% | -12% | 1%
Cn1c(=O)c2c(nc(Oc3ccc4c(c3)OCO4)n2Cc2ccc(Br)cc2)n(C)c1=O | 5% | 0% | 1 | 3% | -2% | -5% | -16% | -4% | ? | 2% | -5%
O=C(CCC1CCCC1)NC1CCCCC1 | 53% | 14% | ? | 12% | -2% | 1% | 61% | 17% | ? | -16% | 1%
Cc1nc(Cl)c(C(=O)Nc2cccc(F)c2)c(C)c1Cl | -2% | -13% | -1 | 0% | -2% | -2% | -13% | 5% | ? | -1% | 5%
CN(C)CC(=O)Nc1cc(C(F)(F)F)ccc1Cl | -11% | -1% | -2 | 6% | 3% | -7% | 3% | -11% | ? | -1% | 1%
CCN(CC(=O)Nc1ccc(NC(C)=O)cc1)C(=O)c1cc(-c2ccccc2)nn1-c1ccccc1 | / | -5% | 5 | -1% | 0% | 14% | -19% | / | ? | 4% | -4%
COc1ccc2c(c1)[C@H]1[C@H](CO2)[C@H](c2ccccc2)[C@]2(C)C(=O)N[C@@H](C)C(=O)N12 | / | 1% | 2 | -5% | -3% | -3% | / | / | 14% | 0% | 0%

Arranged by count of non-hydrogen atoms (high to low): nine of the compounds above
molecule | RORgamma inh | ELG1 genotoxic | TRPV1 ag | p53 reactivator | NPC1 prom act | Rab9 prom act | BRCA1 expr act | VP16 counter | ELG1 DNA repair | FLuc modulator | Tb PFK block
CCN(CC(=O)Nc1ccc(NC(C)=O)cc1)C(=O)c1cc(-c2ccccc2)nn1-c1ccccc1 | / | -5% | 5 | -1% | 0% | 14% | -19% | / | ? | 4% | -4%
Cn1c(=O)c2c(nc(Oc3ccc4c(c3)OCO4)n2Cc2ccc(Br)cc2)n(C)c1=O | 5% | 0% | 1 | 3% | -2% | -5% | -16% | -4% | ? | 2% | -5%
COc1ccc2c(c1)[C@H]1[C@H](CO2)[C@H](c2ccccc2)[C@]2(C)C(=O)N[C@@H](C)C(=O)N12 | / | 1% | 2 | -5% | -3% | -3% | / | / | 14% | 0% | 0%
COc1ccc(C)cc1NC(=O)COC(=O)c1ccc([N+](=O)[O-])o1 | -13% | -3% | -2 | -1% | -3% | -10% | 1% | -1% | 0% | -1% | -1%
O=C(/C=C/c1ccccc1)NCCc1nc2ccccc2[nH]1 | 1% | 1% | / | -3% | -2% | -3% | -6% | 3% | -2% | -12% | 1%
Cc1ccc(N2N=C(c3ccc(Br)cc3)CCC2=O)cc1 | 30% | 3% | ? | 4% | -4% | -7% | -17% | 2% | 5% | 2% | 0%
Cc1nc(Cl)c(C(=O)Nc2cccc(F)c2)c(C)c1Cl | -2% | -13% | -1 | 0% | -2% | -2% | -13% | 5% | ? | -1% | 5%
CN(C)CC(=O)Nc1cc(C(F)(F)F)ccc1Cl | -11% | -1% | -2 | 6% | 3% | -7% | 3% | -11% | ? | -1% | 1%
O=C(CCC1CCCC1)NC1CCCCC1 | 53% | 14% | ? | 12% | -2% | 1% | 61% | 17% | ? | -16% | 1%

More structures follow.
molecule | RORgamma inh | ELG1 genotoxic | TRPV1 ag | p53 reactivator | NPC1 prom act | Rab9 prom act | BRCA1 expr act | VP16 counter | ELG1 DNA repair | FLuc modulator | Tb PFK block
O=C(CCS(=O)(=O)Cc1ccccc1)Nc1ccc2c(c1)OCCO2 | -11% | 2% | 9 | 0% | 2% | -1% | 0% | 0% | 21% | -1% | 3%
COc1ccc(/C=C/C(=O)Nc2nc(C)cc(C)n2)cc1OC | 29% | -3% | -2 | 5% | -1% | -6% | -30% | -8% | -11% | 0% | 19%
CCc1ccccc1NC(=O)CC(NCc1ccccc1)C(=O)O (stereo not given) | -2% | 1% | 2 | 3% | -2% | -1% | 1% | -3% | 5% | 1% | -1%
NS(=O)(=O)c1ccc(CCNC(=O)c2ccc3c(=O)n4c(nc3c2)CCCCC4)cc1 | / | 0% | / | 5% | / | / | -10% | / | -19% | / | -8%
c1ccc(Cn2nnnc2C(c2cccnc2)N2CCN(c3ccccc3)CC2)cc1 (stereo not given) | 13% | 2% | 4 | -6% | 16% | -1% | -20% | ? | ? | -1% | 0%
Cc1cccc(C(=O)Nc2nnc(SCC(=O)Nc3ccc4c(c3)oc3ccccc34)s2)c1 | -42% | 13% | -1 | 11% | 13% | 11% | 57% | ? | ? | ? | 0%

Complete entries, quoted from the list.
O=C(CCC1CCCC1)NC1CCCCC1 in the list: RORgamma inh = 53%; ELG1 genotoxic = 14%; TRPV1 ag = ?; p53 reactivator = 12%; NPC1 prom act = -2%; Rab9 prom act = 1%; BRCA1 expr act = 61%; VP16 counter = 17%; ELG1 DNA repair = ?; FLuc modulator = -16%; Tb PFK block = 1%
CCc1ccccc1NC(=O)CC(NCc1ccccc1)C(=O)O (stereo not given) in the list: RORgamma inh = -2%; ELG1 genotoxic = 1%; TRPV1 ag = 2; p53 reactivator = 3%; NPC1 prom act = -2%; Rab9 prom act = -1%; BRCA1 expr act = 1%; VP16 counter = -3%; ELG1 DNA repair = 5%; FLuc modulator = 1%; Tb PFK block = -1%

Source: PubChem
